Screening results (PubChem)
FLuc counter: qHTS profiling assay for firefly luciferase inhibitor/activator using purifed enzyme and Km concentrations of substrates (counterscreen for miR-21 project); 360,000 tested, 6.9% active; AID 588342, 2011; Luciferin 4-monooxygenase (Photinus pyralis), P08659; purified FLuc, Km substrates, luminescence inhibition; Potency, µM (highest dose often 57.5 µM), for inactives: at the top dose activity change, negative = inhibition, hits mostly inhibitors;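 also: potency is read from the fitted curve at half-maximal effect; plate controls were vehicle for no effect and reference inhibitor for full effect; nearly all actives have a fitted effect of over 55% in size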
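Biochemical qHTS of compounds, final roughly 60 µM downward over six points, against 10 nM purified firefly luciferase using Km concentrations of substrates (10 uM D-luciferin, 10 uM ATP) in Tris acetate pH 7.5 buffer; luminescence output.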
Rab9 promoter act: qHTS Assay for Rab9 Promoter Activators | AID 485297, 2010 | Potency, µM (top dose mostly 9.22 µM), for inactives: at the highest dose activation, negative = inhibition, usual class: activators | 320,000 tested, 2.8% active | Huh7 Rab9 promoter-luciferase reporter, luminescence, 24 h; also: potency is read from the fitted curve at half-maximal effect; % of control where 0% means no effect; nearly all actives have a fitted effect of over 60% in size
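Cells were plated at 1500 per well in reduced-serum medium with 10% FBS and left 2 h. Compound in DMSO was then added for 24 h at 37 °C. Reporter signal was read by luminescence after 10 min with luciferase detection reagent.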
Gal4-VP16 FLuc: VP16 counterscreen qHTS for inhibitors of ROR gamma transcriptional activity; Drosophila S2 Gal4-VP16 UAS-luciferase, luminescence, 20 h; Potency, µM (doses to about 53.6 µM), for the others: at the top dose activity, negative = inhibition, most hits filed as inhibitors; 310,000 tested, 3.5% active;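 also: Gal4-VP16 expression switched on by copper sulfate through the metallothionein promoter; potency is read from the fitted curve at half-maximal effect; % is scaled to controls: 0 for no effect and ±100 for the full control effect; nearly all actives have a fitted effect of over 50% in size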
PKM2 act: qHTS Assay for Activators of Human Muscle isoform 2 Pyruvate Kinase; Pyruvate kinase PKM (Homo sapiens), P14618; purified PKM2, Kinase-Glo ATP luminescence, activation; response scale: 0% is enzyme alone, no compound; Potency, µM (series often up to 57.5 µM), inactives show top-dose activation, hits mostly activators; 260,000 tested, 0.34% active; AID 1631, 2009; also: potency is read from the fitted curve at half-maximal effect; % is scaled to controls: 0 for no effect and ±100 for the full control effect; nearly all actives have a fitted effect of over 55% in size
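Kinase-Glo luminescence reports ATP generated from ADP (0.1 mM) and PEP (0.5 mM) by purified hPK-M2 after 1 h at room temperature, pH 7.2 imidazole buffer; intermediate enzyme activity allows detecting inhibitors and activators.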
Mito fusion yeast: qHTS Assay for Small Molecule Inhibitors of Mitochondrial Division or Activators of Mitochondrial Fusion | 320,000 tested, 0.23% active | Potency, µM (series often up to 46.1 µM), for inactives: at the top dose growth rescue (activation), most hits filed as activators | AID 485298, 2010 | S. cerevisiae fusion-defective mutant growth rescue, CellTiterGlo 48 h;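 also: potency is read from the fitted curve at half-maximal effect; % of control where 0% means no effect; nearly all actives have a fitted effect of over 45% in size; temperature-sensitive fusion mutants such as fzo1-1 at 37 °C on non-fermentable ethanol glycerol medium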
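Compounds are tested for their ability to restore growth of mitochondrial fusion-defective yeast strains at non-permissive 37C in YPEG medium over 48 hours. Viability is quantified by luciferase luminescence.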
MBNL1 CUG block: qHTS Assay for Inhibitors of MBNL1-poly(CUG) RNA binding. Muscleblind-like protein 1 (Homo sapiens), Q9NR56. TR-FRET MBNL1-His/biotin-(CUG)12 binding, 665/545 ratio. Potency, µM (series often up to 57.5 µM), for the others: at the top dose activity change, negative = inhibition, most hits filed as inhibitors. 280,000 tested, 0.036% active. AID 2675, 2010; active = well fitted inhibition curve with a large enough effect in the signal ratio, with a control signal flat, not every such curve was filed as active; inconclusive = small, poorly fitted or top-dose-only effect, or effect the other way, or a change in a side signal; inactive = no such curve, though single readings can be large or run the other way; the % refers to the signal ratio; also: potency is read from the fitted curve at half-maximal effect; % is scaled to controls: 0 for no effect and ±100 for the full control effect
Target sequence (Q9NR56 whole entry, looked up): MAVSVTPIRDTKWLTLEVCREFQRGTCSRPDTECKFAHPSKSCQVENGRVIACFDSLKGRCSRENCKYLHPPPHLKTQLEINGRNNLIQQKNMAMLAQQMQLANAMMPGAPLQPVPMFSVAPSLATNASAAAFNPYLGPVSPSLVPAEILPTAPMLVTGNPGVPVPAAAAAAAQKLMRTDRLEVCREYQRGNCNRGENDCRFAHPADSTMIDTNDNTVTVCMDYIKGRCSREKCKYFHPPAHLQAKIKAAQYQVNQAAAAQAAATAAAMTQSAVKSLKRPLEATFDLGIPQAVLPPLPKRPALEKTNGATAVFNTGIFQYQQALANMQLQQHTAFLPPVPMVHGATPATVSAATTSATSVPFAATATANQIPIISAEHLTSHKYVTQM
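TR-FRET readout: Ex 340 nm, 665/545 nm emission ratio, normalized to buffer-only (basal) and MBNL1-(CUG)12 controls. Complex of MBNL1-His with Biotin-(CUG)12, compounds 92 nM–58 uM, incubated 60 min at room temperature.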
RORg inh: qHTS for inhibitors of ROR gamma transcriptional activity. Potency, µM (series often up to 53.6 µM), inactives show at the highest dose activity change, negative = inhibition, usual class: inhibitors. Drosophila S2 Gal4-RORgamma UAS-luciferase reporter, 20 h. 310,000 tested, 5.4% active. Nuclear receptor ROR-gamma (Mus musculus), P51450. AID 2551, 2010; also: potency is read from the fitted curve at half-maximal effect; % is scaled to controls: 0 for no effect and ±100 for the full control effect; nearly all actives have a fitted effect of over 60% in size
Target sequence (P51450 whole entry, looked up, the tested form may be a part): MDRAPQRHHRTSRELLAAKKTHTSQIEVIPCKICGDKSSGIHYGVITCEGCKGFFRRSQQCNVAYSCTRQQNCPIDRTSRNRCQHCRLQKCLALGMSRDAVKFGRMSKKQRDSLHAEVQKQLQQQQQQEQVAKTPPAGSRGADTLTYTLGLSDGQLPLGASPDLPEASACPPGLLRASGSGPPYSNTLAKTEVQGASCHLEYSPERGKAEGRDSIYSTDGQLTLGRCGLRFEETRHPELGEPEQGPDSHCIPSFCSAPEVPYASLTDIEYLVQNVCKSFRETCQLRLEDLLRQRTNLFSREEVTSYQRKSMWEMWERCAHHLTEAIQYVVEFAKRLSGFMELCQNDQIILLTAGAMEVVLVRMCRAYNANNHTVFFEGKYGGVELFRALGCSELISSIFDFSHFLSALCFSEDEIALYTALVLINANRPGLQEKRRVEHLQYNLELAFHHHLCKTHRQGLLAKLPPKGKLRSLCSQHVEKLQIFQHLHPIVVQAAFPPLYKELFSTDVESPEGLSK
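Drosophila Schneider cells stably carrying a metallothionein-driven Gal4 DBD–ROR gamma fusion and a UAS-Photinus luciferase reporter were exposed to compound for 1 hr, then induced with copper sulfate (700 uM final) for 20 hr at ambient temperature before luminescence reading.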
ELG1 repair inh: qHTS screen for small molecules that inhibit ELG1-dependent DNA repair in human embryonic kidney (HEK293T) cells expressing luciferase-tagged ELG1 | Potency, µM (highest dose often 46.1 µM), for the others: at the top dose activity change, negative = inhibition, usual class: inhibitors | HEK293T ELG1-luciferase reporter, luminescence, 16 h; DNA damage induced by 5-fluorouridine | 330,000 tested, 2.3% active; also: potency is read from the fitted curve at half-maximal effect; % is scaled to controls: 0 for no effect and ±100 for the full control effect; nearly all actives have a fitted effect of over 55% in size
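HEK293T cells expressing luciferase-tagged ELG1 (2,000/well) received 5-Fluorouridine plus compound or DMSO for 16 hr at 37 °C. Luciferase was read by ONE-Glo luminescence after 30 min at room temperature.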
NPC1 prom act: qHTS Assay for NPC1 Promoter Activators; AID 485313, 2010; Huh7 NPC1 promoter luciferase reporter, 24 h; Potency, µM (doses to about 9.22 µM), without a hit: at the top dose activation, actives largely listed as activators; 320,000 tested, 2.4% active;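 also: potency is read from the fitted curve at half-maximal effect; % of control where 0% means no effect; nearly all actives have a fitted effect of over 60% in size; reporter is driven by a mutant NPC1 promoter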
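Luminescence from an NPC1 promoter-driven luciferase reporter in stably transfected Huh7 cells was measured after 24 h compound treatment at 37 °C, followed by 10 min ambient incubation with luciferase detection reagent.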
Menin MLL FP TR: qHTS Assay for Inhibitors Targeting the Menin-MLL Interaction in MLL Related Leukemias: Competition With Texas Red Labeled MLL-derived Mutant Peptide. Potency, µM (series often up to 61.6 µM), for inactives: top-dose FP activity change, negative = inhibition, actives largely listed as inhibitors. O00255. 270,000 tested, 0.23% active. Menin + Texas Red MLL mutant peptide, fluorescence polarization; active = well fitted inhibition curve with a large enough effect in the polarisation, with a control signal flat, not every such curve was filed as active; inconclusive = small, poorly fitted or top-dose-only effect, or effect the other way, or a change in a side signal; inactive = no such curve, though single readings can be large or run the other way; the % refers to the polarisation; also: potency is read from the fitted curve at half-maximal effect; % of control where 0% means no effect; many of its hits are not listed in these tables
KCNH2 3.1 block: qHTS for Inhibitors of KCHN2 3.1: Mutant qHTS; U2OS KCNH2 3.1, thallium flux FluxOr; active compounds read low; activity change, % (tested at about 1.8 µM); 340,000 tested, 0.95% active; AID 720553, 2013;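 active = maximum activity change below -70%; inconclusive = maximum activity change from -70% to -50%; inactive = maximum activity change above -50%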;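 also: thallium influx rate constant from kinetic fluorescence after stimulation buffer; % is scaled to controls: 0 for no effect and ±100 for the full control effect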
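U2OS cells transduced with KCNH2 3.1 mutant virus (1.77 x 10^8 /mL, 4 h), plated overnight at 37 C, loaded 45 min with FluxOr dye plus Red40 quencher. Thallium flux rate constant from kinetic reads after stimulation buffer, normalised to controls.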
Active calls of the source: *; ? = inconclusive; . = not tested or not shown; [ ] = remark or other dose. Unless noted, calls follow the shape of the dose curve; as a rule, active = well fitted curve in the direction sought with a large enough effect; inconclusive = small, poorly fitted or top-dose-only effect, or another doubt; inactive = no such curve, though single readings can be large; an effect the other way counts as inactive or inconclusive. Some of the compounds tested; count on the stated rates, not on these rows.

SMILES	FLuc counter	Rab9 promoter act	Gal4-VP16 FLuc	PKM2 act	Mito fusion yeast	MBNL1 CUG block	RORg inh	ELG1 repair inh	NPC1 prom act	Menin MLL FP TR	KCNH2 3.1 block
O=C(CN1C(=O)NC2(CCCCCC2)C1=O)c1ccc(F)cc1	-3%	1%	.	.	5%	.	.	?	0%	.	-21
CC(C)CNC(=O)CN1C(=O)NC2(CCc3ccccc32)C1=O (stereo unspecified)	0%	-2%	-5%	-2%	4%	-2%	0%	8%	0%	3%	-3
COc1cccc(Oc2nc(-c3ccncc3)nc3ccccc23)c1	2%	1%	-11%	11%	15%	6%	-27%	-19%	-8%	.	10
CCSc1nnc(NC(=O)c2cccc3ccccc23)s1	-2%	-3%	-13%	-3%	-1%	-3%	?	16%	-1%	-24%	-6
O=C1/C(=C/c2c[nH]c3ccccc23)CCC/C1=C\c1c[nH]c2ccccc12	?	-4%	?	25%	?	19%	11µM*	-21%	0%	9%	-6
CCOC(=O)/C(=C\c1cccnc1)C(=O)c1cc(C(C)=O)c(Nc2ccccc2)s1	?	-47%[inhibitor]	4.5µM*	17%	3%	?	3.5µM*	?	-30%	17%	-10
Cc1c(NC(=O)COC(=O)C2CC3C=CC2C3)c(=O)n(-c2ccccc2)n1C (stereo unspecified)	5%	-10%	-9%	-1%	-1%	-10%	-11%	-14%	2%	1%	5
Cc1cccc(N(C(=O)C(F)(F)F)C(C(=O)NC2CCCCC2)c2cccs2)c1 (stereo unspecified)	-1%	-3%	?	-1%	4%	3%	-18%	2%	1%	.	-10
CC(C)n1c(NCc2ccccc2O)nc2ccccc21	-3%	-5%	0%	5%	-2%	0%	11%	-1%	-1%	15%	6
CCc1ccccc1N(CC(=O)NCC1CCCO1)C(=O)CCC(=O)Nc1cc(C)on1 (stereo unspecified)	4%	0%	10%	-3%	10%	-2%	1%	-1%	0%	-10%	-3
CCOC(=O)c1c(NC(=O)Cc2cccs2)sc(C(=O)NC2CCCCC2)c1C	0%	-4%	-6%	-5%	2%	11%	0%	?	1%	?	-7
O=C(CSc1ccccn1)Nc1ccccc1F	?	2%	2%	3%	1%	4%	-13%	?	7%	5%	-2

Remaining list, next part
SMILES	FLuc counter	Rab9 promoter act	Gal4-VP16 FLuc	PKM2 act	Mito fusion yeast	MBNL1 CUG block	RORg inh	ELG1 repair inh	NPC1 prom act	Menin MLL FP TR	KCNH2 3.1 block
CCOC(=O)C1CCN(C(=O)c2cc3c(OC)c(OC)c(OC)cc3[nH]2)CC1	-4%	-3%[1.84 µM]	-1%	.	-12%	-1%	-4%	?	-3%	-10%	6
CCO[C@@H]1OC(C(=O)NCc2ccccc2)=C[C@H](c2ccc(C(F)(F)F)cc2)[C@H]1CCCO	-1%	-1%	-8%	2%	13%	16%	0%	?	0%	?	-12
CNC(=O)c1nc(C)n(-c2ccc([N+](=O)[O-])cc2)n1	0%	1%	2%	0%	4%	.	-4%	-7%	-13%	2%	-5
O=C(NC1CCCCC1)C(Cc1ccccc1)N1C(=O)C2C3CCC(C3)C2C1=O (stereo unspecified)	6%	0%	-3%	-1%	-1%	-18%	-25%	-16%	1%	-10%	7
O=C(CCN1C(=O)COc2ccccc21)N1CCN(c2ccccn2)CC1	3%	-4%	-3%	10%	1%	-8%	29%	2%	1%	8%	3
COC(=O)C(C)Sc1ccc2nnc(-c3ccc(F)cc3)n2n1 (stereo unspecified)	1%	0%	6%	-4%	2%	80%[activator]	-39%	3%	0%	.	0
O=C(COc1ccc(S(=O)(=O)N2CCCC2)cc1)NCc1ccco1	7%	-1%	5%	6%	1%	-3%	24%	9%	-2%	2%	3
CCOC(=O)c1cnn(-c2nc(-c3ccccc3F)cs2)c1C(F)(F)F	-11%	5%	-8%	-2%	-6%	-19%	9%	-1%	0%	-2%	2
Nn1c(SCC(=O)NC(=O)Nc2ccc3c(c2)OCCO3)nnc1C1CC1	19µM*	?	-14%	-3%	-2%	-4%	4%	?	21%	-27%	22
COc1cccc(NC(=O)C(=S)NC2CCCCC2)c1	2.4µM*	0.79µM*	-26%	-1%	-4%	9%	-31%	?	2µM*	19%	-4
O=C(NCc1ccoc1)c1ccc(NC(=O)c2ccccc2Cl)cc1	-15%	0%	5%	12%	-3%	5%	38%	-23%	0%	5%	-2
CCOC(=O)c1[nH]c2ccc(F)cc2c1NC(=O)CCN1CCSCC1	8%	7%	1%	-6%	1%	9%	15%	-11%	-2%	-20%	-3

Additional structures
SMILES	FLuc counter	Rab9 promoter act	Gal4-VP16 FLuc	PKM2 act	Mito fusion yeast	MBNL1 CUG block	RORg inh	ELG1 repair inh	NPC1 prom act	Menin MLL FP TR	KCNH2 3.1 block
COc1cc2c(cc1OC)C(COc1cccc(C(F)(F)F)c1)NCC2 (stereo unspecified)	-2%	-5%	-2%	.	-28%	-1%	1%	7%	-2%	-7%	3
CC(=O)Nc1ccc(NC(=S)NC(=O)/C=C/c2ccco2)cc1	-1%	4%	17%	-1%	-4%	?	20%	-11%	1%	20%	11
O=C(N/N=C/c1ccccc1[N+](=O)[O-])c1ccc(COc2ccccc2-c2ccccc2)cc1	-7%	-1%	-16%	-7%	?	.	19%	?	1%	?	2
O=C(NCCCN1CCCC1=O)c1ccc2c(c1)OCO2	-16%	1%	-9%	-17%	-7%	-3%	-9%	?	5%	7%	-2
CCCCNC(=O)C1CCC(=O)N1CCc1ccccc1 (stereo unspecified)	2%	-8%	1%	.	7%	3%	-1%	-8%	0%	-2%	14
Cc1ccccc1OCc1nc2ccccc2c(=O)n1/N=C/c1ccco1	?	12%	-1%	18%	18%	8%	-10%	?	14%	-15%	16
CC(C)(C)c1cc[n+](C2=C([O-])c3ccccc3C(=O)/C2=N\S(=O)(=O)c2ccccc2)cc1	?	-28%	6.3µM*	0%	?	?	5.6µM*	15µM*	-11%	.	-22
Cc1cccc(-n2c(N)cc(=O)nc2SCC(=O)NC2CCCCC2)c1	-2%	-7%	-2%	0%	-3%	-2%	1%	0%	0%	7%	3
O=C1c2ccccc2C(=O)N1CCCc1nc2ccccc2c(=O)n1CCCn1ccnc1	-12%	-4%	-8%	-2%	0%	11%	20%	-2%	7%	0%	-22
CCc1ccc(CNCc2ccc(OCC(O)CN(C)Cc3ccccc3)cc2)nc1 (stereo unspecified)	-2%	-29%	-4%	3%	-1%	11%	?	2%	-16%	?	0

Part of the list above in order of SMILES length, smallest number first.
SMILES	FLuc counter	Rab9 promoter act	Gal4-VP16 FLuc	PKM2 act	Mito fusion yeast	MBNL1 CUG block	RORg inh	ELG1 repair inh	NPC1 prom act	Menin MLL FP TR	KCNH2 3.1 block
CC(=O)Nc1ccc(NC(=S)NC(=O)/C=C/c2ccco2)cc1	-1%	4%	17%	-1%	-4%	?	20%	-11%	1%	20%	11
COc1cc2c(cc1OC)C(COc1cccc(C(F)(F)F)c1)NCC2 (stereo unspecified)	-2%	-5%	-2%	.	-28%	-1%	1%	7%	-2%	-7%	3
O=C1c2ccccc2C(=O)N1CCCc1nc2ccccc2c(=O)n1CCCn1ccnc1	-12%	-4%	-8%	-2%	0%	11%	20%	-2%	7%	0%	-22
CC(C)(C)c1cc[n+](C2=C([O-])c3ccccc3C(=O)/C2=N\S(=O)(=O)c2ccccc2)cc1	?	-28%	6.3µM*	0%	?	?	5.6µM*	15µM*	-11%	.	-22
